DUSP3 inh: VHR1 phosphatase inhibitors, primary screen, biochemical, absorbance, uHTS; recombinant VHR phosphatase, pNPP absorbance; AID 1654, 2009; inhibition, % at 13.3 µM; 290,000 tested, 0.52% active; Dual specificity protein phosphatase 3 (Homo sapiens), P51452; in the data active = inhibition above about 50%; note: some compounds called inactive have numbers as strong as hits
MazEF act: activators of E. coli MazEF toxin-antitoxin RNase, primary screen, biochemical, fluorescence, uHTS; activation, % at 20 µM; AID 504720, 2011; 350,000 tested, 0.32% active; FAM/BHQ RNA-DNA oligo cleavage fluorescence, 5 h; in the data active = activation above about 50%
Vc quorum ag: inducers of Vibrio cholerae quorum light production without autoinducers, primary screen, BH1578 luxS cqsA deficient, single point; V. cholerae BH1578 lux reporter, luminescence, 6 h; activation, % at 18.7 µM; 350,000 tested, 0.16% active; AID 588436, 2011; in the data active = activation mostly above about 9.7%, no sharp cut-off; note: not every result past the cut was called active; inactives centre near 0; reference of the scale not given here
Rv3671c inh: Rv3671c serine protease inhibitors, primary screen, biochemical, fluorescence polarization, M. tuberculosis H37Rv | inhibition, % at 5.96 µM | 320,000 tested, 0.048% active; in the data active = inhibition above about 38%;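 note: extracellular domain of Rv3671c used as enzyme; 0% = enzyme with DMSO and 100% = no enzyme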
PriA SSB inh: inhibitors of Klebsiella pneumoniae PriA binding to SSB C-terminal tail, primary screen, biochemical, AlphaScreen | AlphaScreen SSBct-PriA binding, biotinylated peptide | AID 1272365, 2023 | inhibition, % at 33 µM | 430,000 tested, 0.6% active; in the data active = inhibition mostly above about 37%, no sharp cut-off; inactive = mostly below about 20%;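 note: plate controls were negative control peptide for no effect and reference peptide for full effect; strong numbers were not always called active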
3CLpro inhibitor: SARS-CoV 3CLpro protease inhibitors, primary screen, biochemical, quenched FRET; Replicase polyprotein 1ab (Severe acute respiratory syndrome coronavirus), P0C6X7; recombinant SARS-CoV 3CLpro, quenched FRET peptide cleavage; inhibition, % at 6 µM; 290,000 tested, 0.14% active; AID 1706, 2009; in the data active = inhibition above about 12%
PrPC surface inh: inhibitors of human cell surface prion protein PrPC, primary screen, cell-based, TR-FRET. 370,000 tested, 0.43% active. inhibition, % at 13.8 µM. AID 720596, 2013. Major prion protein (Homo sapiens), P04156. TR-FRET read-out; in the data active = inhibition above about 24%; note: 0% = median of the test wells and 100% = reference compound wells
TcdB GH inh: TcdB glycohydrolase inhibitors, primary screen, biochemical, single point, plate reader; 350,000 tested, 0.24% active; TcdB glycohydrolase enzymatic assay; Toxin B (Clostridioides difficile), P18177; inhibition, % at 9.99 µM; in the data active = inhibition above about 10%
Target sequence (P18177 whole entry, looked up): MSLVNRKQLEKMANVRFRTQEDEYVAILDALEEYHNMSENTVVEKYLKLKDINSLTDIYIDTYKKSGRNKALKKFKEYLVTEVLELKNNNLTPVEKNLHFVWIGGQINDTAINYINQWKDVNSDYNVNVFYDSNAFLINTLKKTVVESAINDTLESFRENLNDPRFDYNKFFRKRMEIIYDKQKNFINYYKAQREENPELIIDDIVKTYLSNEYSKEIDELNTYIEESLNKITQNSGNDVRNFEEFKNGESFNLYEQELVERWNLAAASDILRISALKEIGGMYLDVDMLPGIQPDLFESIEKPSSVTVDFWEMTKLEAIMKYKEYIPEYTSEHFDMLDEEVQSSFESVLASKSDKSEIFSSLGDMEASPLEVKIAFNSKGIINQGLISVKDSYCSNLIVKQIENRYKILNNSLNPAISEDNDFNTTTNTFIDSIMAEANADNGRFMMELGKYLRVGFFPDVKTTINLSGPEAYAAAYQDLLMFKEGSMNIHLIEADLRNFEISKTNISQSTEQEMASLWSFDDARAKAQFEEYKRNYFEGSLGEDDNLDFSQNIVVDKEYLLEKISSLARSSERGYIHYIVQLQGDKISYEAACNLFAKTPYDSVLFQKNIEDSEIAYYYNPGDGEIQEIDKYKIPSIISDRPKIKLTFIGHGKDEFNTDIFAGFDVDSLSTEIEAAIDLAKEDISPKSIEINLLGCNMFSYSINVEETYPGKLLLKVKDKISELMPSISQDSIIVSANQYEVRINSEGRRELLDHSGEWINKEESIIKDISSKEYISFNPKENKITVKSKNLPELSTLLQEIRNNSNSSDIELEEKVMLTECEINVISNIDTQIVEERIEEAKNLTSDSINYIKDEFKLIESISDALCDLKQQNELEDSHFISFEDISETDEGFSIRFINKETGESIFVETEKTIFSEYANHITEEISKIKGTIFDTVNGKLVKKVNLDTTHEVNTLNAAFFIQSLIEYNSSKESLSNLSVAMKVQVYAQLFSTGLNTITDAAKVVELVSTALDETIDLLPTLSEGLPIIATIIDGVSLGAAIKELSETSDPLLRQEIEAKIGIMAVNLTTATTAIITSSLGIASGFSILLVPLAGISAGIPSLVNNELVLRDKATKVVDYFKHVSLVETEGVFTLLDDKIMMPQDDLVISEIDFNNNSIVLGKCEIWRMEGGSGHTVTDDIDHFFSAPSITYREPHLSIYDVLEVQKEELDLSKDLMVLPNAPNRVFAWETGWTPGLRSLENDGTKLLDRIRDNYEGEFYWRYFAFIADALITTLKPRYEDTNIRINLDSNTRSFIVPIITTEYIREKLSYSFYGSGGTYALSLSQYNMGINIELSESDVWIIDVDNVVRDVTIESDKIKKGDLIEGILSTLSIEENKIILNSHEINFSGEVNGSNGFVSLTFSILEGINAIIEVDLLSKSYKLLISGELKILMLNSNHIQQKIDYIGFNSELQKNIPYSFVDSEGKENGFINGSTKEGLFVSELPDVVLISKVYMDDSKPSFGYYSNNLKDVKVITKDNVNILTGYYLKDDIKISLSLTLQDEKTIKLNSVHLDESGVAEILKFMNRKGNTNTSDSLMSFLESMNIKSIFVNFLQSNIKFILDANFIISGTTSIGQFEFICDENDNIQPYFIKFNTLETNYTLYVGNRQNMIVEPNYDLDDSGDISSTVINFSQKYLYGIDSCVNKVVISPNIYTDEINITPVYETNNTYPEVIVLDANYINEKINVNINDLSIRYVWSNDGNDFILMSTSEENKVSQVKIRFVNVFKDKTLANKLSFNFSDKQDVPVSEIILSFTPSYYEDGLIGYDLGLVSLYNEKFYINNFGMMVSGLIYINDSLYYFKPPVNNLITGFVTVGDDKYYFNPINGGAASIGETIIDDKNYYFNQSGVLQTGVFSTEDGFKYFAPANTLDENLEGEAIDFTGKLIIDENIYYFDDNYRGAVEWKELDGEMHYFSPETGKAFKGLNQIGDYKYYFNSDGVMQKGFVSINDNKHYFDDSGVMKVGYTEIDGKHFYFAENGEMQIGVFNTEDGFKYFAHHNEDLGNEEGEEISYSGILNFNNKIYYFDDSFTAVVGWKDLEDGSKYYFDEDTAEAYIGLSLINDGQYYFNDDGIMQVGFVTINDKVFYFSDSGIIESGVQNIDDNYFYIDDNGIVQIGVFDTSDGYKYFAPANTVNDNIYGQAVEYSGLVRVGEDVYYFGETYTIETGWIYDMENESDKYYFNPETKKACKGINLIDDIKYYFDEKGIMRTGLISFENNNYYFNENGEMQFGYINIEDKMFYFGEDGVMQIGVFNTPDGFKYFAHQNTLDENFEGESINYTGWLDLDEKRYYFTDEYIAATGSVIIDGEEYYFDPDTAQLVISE
Y pestis TopoI: Yersinia pestis topoisomerase I inhibitors, primary screen, biochemical, cleavage product accumulation, plate reader, single point; Y. pestis Topo-I cleavage product accumulation; 360,000 tested, 0.064% active; AID 504884, 2011; activity, % at 10 µM; in the data active = activity above about 50%, passing the limit was not always enough; note: inactives centre near 2
CCHF vOTU inh: CCHFV vOTU protease inhibitors, primary screen, biochemical, Pep-AMC substrate, fluorescence; inhibition, % at 11.5 µM; Crimean-Congo hemorrhagic fever virus L polyprotein viral ovarian tumor (vOTU) protease …; 370,000 tested, 0.55% active; in the data active = inhibition above about 30%; note: 0% = vehicle wells with enzyme and 100% = no enzyme wells
* marks the source's active call; other numbers are inactive results; i = inactive; x = no result given; & = joins results of further samples.

SMILES	DUSP3 inh	MazEF act	Vc quorum ag	Rv3671c inh	PriA SSB inh	3CLpro inhibitor	PrPC surface inh	TcdB GH inh	Y pestis TopoI	CCHF vOTU inh
CC(C)(C)CC(=O)Nc1ccc(S(=O)(=O)NC2=NCCCCC2)cc1	x	5	i	-3	2	x	5	0.6	3	-2
CN1C2C=C3C(C#N)=C(N)C(C#N)(C#N)C(c4ccc(Br)cc4)C3C1CC2 (stereo unspecified)	18	6	-3.2	-2	8	2	-2	x	3	5
O=C(/C=C/c1ccccc1)Nc1cc(NC(=O)/C=C/c2ccccc2)cc(C(=O)O)c1	-3	4	-0.1	x	-3	4	-2	0.3	-8	36*
COc1ccccc1N=Nc1c(O)[nH]c2ccc(Br)cc12	14	137*	-0.5	-6	5	1	7	1.1	-5	23
COc1ccc(CC(=O)N(C)CC(=O)Nc2cccc(F)c2)cc1S(=O)(=O)N1CCOCC1	5	-2	-0.1	-7	-1	0	-1	-2.8	-2	5
CCOC(=O)C=C1CCN(c2ncc(C(F)(F)F)cc2Cl)CC1	-18	4	-0.2	-16	-46	-7	-8	x	3	1
Cc1ccc(S(=O)(=O)N(C)c2ccc(C(=O)NCC3CCCO3)cc2)cc1 (stereo unspecified)	29	3	-0.2	3	-11	4	1	x	9	-4
CC(=O)c1[nH]c(C)c(C(=O)N2CCCC(Nc3ccc(C(C)C)cc3)C2)c1C (stereo unspecified)	17	-15	-1.8	x	9	0	2	-2.3	5	14
CC(C)CN1CN(Cc2ccccc2)CNC1=S	21	3	-0.1	7	8	-1	-2	0.4	8	-7
COc1cc2nc(N(C)C)nc(N)c2cc1OC	1	4	i	-5	2	-5	7	x	-3	-47
CCN(C(=O)CN1CCc2ccccc21)c1c(N)n(Cc2ccccc2)c(=O)[nH]c1=O	18	-11	1.5	-6	-2	-5	0	0.4	1	2
Cc1cc(C)nc(N2CCC(C(=O)Nc3cccc(C(F)(F)F)c3)CC2)n1	10	-10	i	-4	-3	2	-6	x	7	4
CCOc1ncccc1C(=O)OCC(=O)N(CC(C)C)C1CCS(=O)(=O)C1 (stereo unspecified)	-9	-4	-0.3	-4	3	3	-4	0.1	6	5
CCN(CC)CCCN(Cc1cc2cc3c(cc2[nH]c1=O)OCO3)C(=S)Nc1ccccc1OC	2	11	-0.3	-1	-8	-3	5	0.2	7	-28
COc1cccc(C(C(=O)NC2CCCC2)N(C(=O)c2ccco2)C2CC2)c1OC (stereo unspecified)	24	7	-0.1	5	-4	-1	5	x	0	2
Cc1nn(Cc2ccc(F)cc2)c2sc(C(=O)Nc3nccs3)cc12	-1	8	i	-26	5	-5	-4	0.7	-2	-8
O=C(CCc1nnc2ccc(N3CCCCC3)nn12)NCc1ccco1	15	-3	-0.2	-7	5	-6	-3	0.1	4	-7
CCOC(=O)c1c(NC=O)sc2c1CCC2	6	-10	i	-6	0	2	-7	0.3	-5	4
Clc1ccc(OCCOCCN2CCc3ccccc3C2)c(Cl)c1	14	1	i	1	-41	4	-6	x	2	14
CCn1c(=O)n(CC(=O)Nc2cc(OC)ccc2OC)c(=O)c2ccccc21	26	4	i	-2	2	6	1	x	6	15
Cc1cccc(C(=O)N(CC(=O)Nc2sc(C)c(C)c2C(N)=O)C2CCCC2)c1	29	1	-0.4	5	-11	0	-2	1.9	38	9
CNC(=O)C[C@@H]1C(=O)N(CCc2ccccc2)CC1(C)C	x	6	-0.5	x	x	x	5	0.1	5	16
Clc1nc2c(-c3ccccc3)nnn2c2ccccc12	-16	18	i	-20	0	-2	-1	3.1	13	-12
C/C(=C\C(=O)c1ncc(C(F)(F)F)cc1Cl)N(C)C	35	-2	-0.3	-26	-8	0	-3	0.2	-4	0
CCCSc1ncnc2c1oc1ccccc12	4	-3	-0.2	1	-25&-41	-9	x	0.6	5	x
O=C(N/N=C/c1cccc(Oc2ccccc2)c1)c1ccncc1	5	1	i	-7	x	3	4	1.6	3	0
CC(=O)c1cccc(NC(=O)C2CCCN(S(=O)(=O)c3cccc4cccnc34)C2)c1 (stereo unspecified)	8	5	-0.4	10	7	-5	3	0.0	20	6
COc1cccc(C(=O)N/N=C(\C)c2cccc(NC(=O)c3ccc(F)cc3)c2)c1OC	30	6	i	-1	x	-3	6	-0.2	24	-8
O=C(NCCCN1CCCCCC1)c1ccc(N2CCCC2=O)cc1	4	5	-0.5	1	-6	-2	-1	x	5	-6
CCOC(=O)CN(Cc1ccccc1)S(=O)(=O)c1ccc(NC(C)=O)cc1	10	0	-0.2	-6	-21	-2	3	0.8	5	13
CC(=O)CCC(=O)OCC(=O)Nc1ccc(SC(F)F)cc1	31	5	i	-4	-17	1	-7	0.4	5	4
COc1ccc(CCN(C)C(=S)Nc2ccc(SC(F)F)cc2)cc1OC	13	4	-0.2	-3	8	0	1	1.0	-4	0
Fc1ccccc1Cc1noc(CN2CCN(Cc3ccc4c(c3)OCO4)CC2)n1	-8	6	-0.6	5	-7	0	5	1.2	5	6
CCOC(=O)c1ccc(NC(=S)N(CCCN2CCCCCC2)Cc2ccco2)cc1	4	-4	-0.2	4	-8	-1	10	x	21	11
Cc1ccc(NC(=O)CN(C)Cc2c(O)ccc3ccccc23)cc1	21	-6	x	0	13	1	-7	1.2	x	3
O=C(NC(=S)N1C[C@H]2C[C@H](C1)c1cccc(=O)n1C2)c1ccc(Cl)cc1Cl	13	7	-0.5	7	4	1	-3	1.9	2	-1
CN(C)c1ccc(C(CNS(=O)(=O)c2ccc3ccccc3c2)c2c[nH]c3ccccc23)cc1 (stereo unspecified)	0	6	4.2	-2	52	4	8	x	-1	3
CCOC(=O)Cc1cc(=O)[nH]c(/N=C(\N)Nc2ccc(OC)cc2)n1	8	6	-0.4	-2	x	-2	8	2.2	6	5
COc1ccc([C@H]2CC(=O)C=C(c3ccc(NC(C)=O)cc3)C2)cc1OC	x	3	-0.4	-9	5	x	-37	1.3	-10	8
CCc1cccc2c(C=C(C#N)C#N)cn(CC(=O)N3CCCC3)c12	14	6	i	6	-11	2	9	x	4	-2
CCCC(=O)NC(=S)Nc1cccc(Cl)c1N1CCCCC1	12	-10	i	-7	0	-2	3	x	1	2
O=C(O)CSCCCC(=O)Nc1ccc(Br)cc1	29	9	-1.5	0	-8	2	4	1.3	-8	0
NC(=O)C1=C[C@@H](c2ccc(C(F)(F)F)cc2)C[C@@H](OCc2ccc(CO)cc2)O1	12	4	i	-11	2	-2	-1	0.8	15	14
COC(=O)C[C@H]1c2cc(F)ccc2S(=O)(=O)N1c1ccc(N(C)C)cc1	x	4	i	3	10	x	5	-18	2	3
CCCCCCc1cc2cc(/C(N)=N/NC(=O)c3ccncc3)c(=O)oc2cc1O	x	-186	-0.3	-5	x	x	0	0.3	4	-4
CCn1cc(-c2cc(C(=O)O)c3ccccc3n2)c(C)n1	-23	0	-0.3	-10	-19	-1	7	x	4	-59
Cc1cc(C)cc(NC(=O)C2C3C=CC4(O3)C2C(=O)N(CCCN2CCCC2)C4C(=O)NC2CCCC(C)C2C)c1 (stereo unspecified)	-3	14	i	-6	-6	-3	4	0.5	3	1
CCN(CC)CCCN1C(=O)c2oc3ccccc3c(=O)c2C1c1cc(OC)ccc1OC (stereo unspecified)	8	2	i	-4	-6	5	-3	x	-2	-4
Cc1ccc(C(=O)c2cc([N+](=O)[O-])ccc2N2CCCCC2)c(C)c1	-7	4	-0.3	-4	16	2	13	1.1	17	-3
CCc1cccc2c1NC(=O)C21OCCO1	13	8	0.6	5	2	3	-6	-0.9	-9	-16
CCc1nc2ccc(C(=O)N3CCN(C(=O)c4ccco4)CC3)cn2c1N(C)C(=O)c1cccc(OC)c1	x	x	-0.4	x	x	x	-3	1.5	-1	9
Cc1ccc(N(C)C(=O)N2CCN(S(=O)(=O)c3ccc(C)cc3)CC2)cc1	29	-2	-0.4	-8	-3	3	-1	2.4	17	-6
Cc1cc(-c2nc3ccccc3[nH]2)ccc1N	16	12	-0.2	4	-6	-1	8	0.8	-17	-58
CC(C)CN(CCCNC(=O)CC1Oc2ccccc2NC1=O)CC(C)C (stereo unspecified)	2	-5	2.8	-9	-14	-2	-5	0.4	1	-12
CCc1nc2ccccc2[nH]c1=O	21	6	-0.5	-3	-16	4	37*	-1.1	-3	2
CC(C)CCCN1CCN=C1N(C)C	36	9	i	0	-19	2	-3	-0.2	-2	1
Cc1ccc(C)c(CNC(=O)Nc2ccccc2)c1	12	7	-0.2	3	2	0	-3	-2.0	2	-3
O=C(c1ccc(S(=O)(=O)Cc2ccccc2F)c([N+](=O)[O-])c1)N1CCCC1	18	-11	-0.5	8	-8	-2	-17	2.2	1	-2
CCC1C(=O)NCCN1C(=O)c1ccccc1OC1CCN(S(C)(=O)=O)CC1 (stereo unspecified)	13	14	-0.3	0	2	4	9	1.5	4	2
COc1ccc(N2CCN(C(=O)c3ccc(NS(=O)(=O)c4ccc(F)c(F)c4)cc3)CC2)cc1	-2	-1	-1.3	-2	14	-1	-6	1.0	10	9
Further structures:
SMILES	DUSP3 inh	MazEF act	Vc quorum ag	Rv3671c inh	PriA SSB inh	3CLpro inhibitor	PrPC surface inh	TcdB GH inh	Y pestis TopoI	CCHF vOTU inh
COc1ccccc1C(=O)N/N=C(\C)CC(=O)Nc1ccccn1	31	13	-0.2	4	x	3	2	1.9	17	5
COC(=O)c1ccccc1NCc1cc(=O)oc2cc(O)c(O)cc12	-22	5	-0.5	-2	-6	0	-10	-1.4	-4	2
COc1ccccc1CNC(=O)C1Cc2cc(S(=O)(=O)N3CCCCC3)ccc2N1C(C)=O (stereo unspecified)	61	9	-0.2	-12	-7	-2	6	3.5	18	7
O=C(NC(c1ccccc1)c1ccccn1)c1cccc([N+](=O)[O-])c1 (stereo unspecified)	6	2	0.3	2	-3	4	-14	1.2	-4	23
O=C(C1CC(c2ccccc2O)=NO1)N1CCc2ccccc2C1 (stereo unspecified)	47	-10	i	-4	-16	2	2	x	1	1
CCn1cc(CNC(=S)Nc2cccc3ccccc23)cn1	8	-3	-0.3	-3	3	1	0	-1.2	-15	-5
COc1ccc(NC(C)=O)cc1NC(=O)CN1CCN(CC(=O)Nc2ccccc2Cl)CC1	26	7	0.9	-11	-5	3	-6	x	17	3

Not all compounds are listed; rates above refer to the full screens.
